Screening results from PubChem.
GPR7 antag = blocks human GPR7 receptor signaling; inhibition, % at 4.4 µM; AID 1861; P48145; hit rate 1.1% among 290,000; GPR7-expressing cells, fluorescence antagonist assay; in the data active = inhibition above about 16%, passing the limit was not always enough;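 also: cells stimulated with the agonist NPW; 0% = agonist with vehicle and 100% = vehicle without agonist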
Target sequence (P48145 whole entry, looked up): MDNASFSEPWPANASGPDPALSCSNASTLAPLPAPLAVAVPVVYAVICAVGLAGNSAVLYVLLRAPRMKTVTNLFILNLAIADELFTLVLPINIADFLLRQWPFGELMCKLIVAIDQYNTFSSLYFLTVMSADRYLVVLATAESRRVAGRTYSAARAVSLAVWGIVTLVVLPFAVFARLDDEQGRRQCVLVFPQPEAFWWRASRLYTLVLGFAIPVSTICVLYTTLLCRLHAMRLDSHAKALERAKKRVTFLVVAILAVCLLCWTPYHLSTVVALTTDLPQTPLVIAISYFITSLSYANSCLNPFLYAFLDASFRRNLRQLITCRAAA
OXTR ag = activates the human oxytocin receptor. P30559. CHO-OTR cells, Fluo-8 calcium fluorescence; normalized: DMSO 0%, oxytocin 100%. AID 2435. hit rate 0.32% among 320,000. activation, % at 3 µM;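 active = activation above the mean of all tested compounds plus 3 SD, cutoff set per screening run, cut at about 20% in these data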;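 also: peak over basal fluorescence ratio from a 100 s FLIPR kinetic read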
Target sequence (P30559 whole entry, looked up): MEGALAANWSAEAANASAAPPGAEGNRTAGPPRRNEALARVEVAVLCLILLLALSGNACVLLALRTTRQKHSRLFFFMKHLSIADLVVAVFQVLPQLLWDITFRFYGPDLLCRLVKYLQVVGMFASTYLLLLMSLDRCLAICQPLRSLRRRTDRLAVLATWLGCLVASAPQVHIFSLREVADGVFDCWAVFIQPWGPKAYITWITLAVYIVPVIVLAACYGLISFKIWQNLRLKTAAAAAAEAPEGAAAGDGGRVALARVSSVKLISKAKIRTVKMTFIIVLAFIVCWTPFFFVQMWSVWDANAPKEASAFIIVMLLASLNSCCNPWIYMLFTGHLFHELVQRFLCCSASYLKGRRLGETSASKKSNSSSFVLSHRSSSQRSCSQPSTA
MEKK2 WT-MEK5 = raises or lowers MEK5 binding to wildtype human MEKK2 PB1 domain | AID 1531 | bead flow cytometry, Alexa488-MEK5 binding to MEKK2 WT; actives lie on both sides | binding response (% of control), % at 10 µM | Q9Y2U5 | hit rate 1.1% among 290,000; in the data active = binding response below about 67% or above about 130%
MEKK3 PB1 HTS = modulators (inhibitors or enhancers) of MEK5 binding to human MEKK3 PB1 domain; AID 1529; binding response (% of control), % at 10 µM; hit rate 1.4% among 290,000; bead-based flow cytometry, Alexa488-MEK5 binding to MEKK3; actives lie on both sides; 0 = blocked by unlabeled MEK5, 100 = vehicle; Q99759;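 active = binding response more than 3 SD above or below the average of its plate-row segment, actives on both sides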;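 also: Alexa488 bead fluorescence after subtracting the streptavidin-only scavenger bead signal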
FID counter = fluorescent intercalator displacement, NS3 helicase counter-screen; DNA fluorescent intercalator displacement, fluorescence; inhibition, % at 7.9 µM; hit rate 0.17% among 290,000; AID 1845; in the data active = inhibition above about 37%;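 also: 0% = vehicle and 100% = reference compound; higher means more ethidium bromide displaced from hairpin DNA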
NALP1 inh = NALP1 inhibition. inhibition, % at 10 µM. S. cerevisiae NALP1/ASC/caspase-1 growth, X-gal OD620, 72 h. hit rate 0.61% among 280,000; in the data active = inhibition mostly above about 24%, no sharp cut-off; inactive = mostly below about 32%; also: some compounds called inactive have numbers as strong as hits
MEKK2 mut-MEK5 = signal of MEK5 binding to mutant human MEKK2 PB1 domain; bead flow cytometry, Alexa488-MEK5 binding to MEKK2 mutant; percent response, % at 10 µM; hit rate 0.35% among 290,000; in the data active = percent response above about 24%, passing the limit was not always enough; also: inactives centre near 1; some results filed as inactive read as strong as hits; reference of the scale not given here
PfM18AAP inh = blocks P. falciparum M18 aspartyl aminopeptidase; recombinant PfM18AAP, H-Glu-NHMec fluorogenic cleavage; inhibition, % at 7.35 µM; hit rate 1.2% among 290,000;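 active = inhibition above the campaign mean inhibition over all tested compounds plus 3 SD, cut at about 28% in these data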;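 also: 0% = plate median of test compound wells and 100% = 2 mM ZnCl2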
PHOSPHO1 inh = blocks human PHOSPHO1 phosphatase activity; Q8TCT1; hit rate 1.1% among 290,000; recombinant PHOSPHO1, absorbance phosphatase assay; inhibition, % at 13.3 µM; in the data active = inhibition above about 60%
Target sequence (Q8TCT1 whole entry, looked up): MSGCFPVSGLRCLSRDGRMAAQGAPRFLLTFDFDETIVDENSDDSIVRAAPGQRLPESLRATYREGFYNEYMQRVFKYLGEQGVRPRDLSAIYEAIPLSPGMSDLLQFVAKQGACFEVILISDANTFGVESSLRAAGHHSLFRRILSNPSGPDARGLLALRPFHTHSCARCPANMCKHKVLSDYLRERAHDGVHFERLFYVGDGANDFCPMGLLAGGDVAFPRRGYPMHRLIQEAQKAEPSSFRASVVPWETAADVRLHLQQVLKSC
* hit, by the source's call; x = no result given. An unsorted share of the library. About 6.2% of those tested had a hit in this group.

SMILES | GPR7 antag | OXTR ag | MEKK2 WT-MEK5 | MEKK3 PB1 HTS | FID counter | NALP1 inh | MEKK2 mut-MEK5 | PfM18AAP inh | PHOSPHO1 inh
CCOc1cccc(=O)c2c(C)n(CC3CCCO3)c(C)c12 (stereo unspecified) | -13 | 0.9 | 89 | 97 | -10 | 0 | -2 | 18 | 10
COc1cc2ccccc2cc1C(=O)N1CC(C)CC(C)C1 (stereo unspecified) | -1 | -2.2 | 98 | 96 | -37 | -3 | 1 | 5 | 53
COc1ccc2c(c1OC)C(=O)OC2Nc1nc(-c2ccc(-c3ccccc3)cc2)cs1 (stereo unspecified) | 0 | 0.6 | 93 | 97 | -6 | 58* | -3 | 0 | 14
Cc1ccc(Oc2nccc(-c3ccc(Cl)cc3)n2)cc1 | 5 | -1.0 | 99 | 104 | -1 | 23 | -1 | 7 | 4
COc1ccc(N2CCN(c3ncccc3C#N)CC2)cc1 | -3 | 0.5 | 99 | 97 | -6 | 22 | -1 | -8 | -3
COc1cccc(C=Nc2ccc(C)c(F)c2)c1O | -6 | 1.5 | 109 | 109 | -3 | 22 | -1 | 0 | -5
Oc1ccc(N=Cc2sc3ccccc3c2Cl)cc1 | 4 | -2.0 | 109 | 121 | -8 | 33 | -2 | 21 | -2
CC1(C)CC2(CCO1)C(Nc1ccccc1)=NC(=S)N2c1ccccc1 (stereo unspecified) | -4 | -2.0 | 96 | 96 | -6 | -10 | -2 | -6 | 19
Cc1ccc([N+](=O)[O-])cc1S(=O)(=O)N1CCNCC1 | -4 | 1.4 | 98 | 100 | 6 | -12 | 4 | -7 | -12
Cc1csc2c(C#N)c(=O)c3c(n12)CCC3 | -11 | -0.9 | 99 | 100 | 6 | 23 | 1 | 2 | -23
O=C(Cn1cnc2c(nnn2Cc2ccc(F)cc2)c1=O)N1CCN(c2ccccc2)CC1 | 0 | -0.5 | x | x | -22 | 23 | x | 3 | 46
O=C(Cn1ccc2ccccc2c1=O)NCCC(=O)N1CCN(c2cccc(Cl)c2)CC1 | -2 | 5.9 | 102 | 102 | -28 | 7 | 4 | 2 | 0
Nc1ccccc1Nc1nc2ccccc2[nH]1 | -15 | 1.4 | 103 | 101 | -8 | 13 | 4 | 18 | 8
CCc1ccc(OCC(=O)NNC(=S)NC(=O)C2CC2)c(Br)c1 | -5 | x | 107 | 105 | -32 | 8 | 6 | 2 | -144
COc1ccc2c(c1[N+](=O)[O-])CCC/C2=N/OC(=O)c1cccc2ccccc12 | 0 | 1.2 | 96 | 97 | -1 | 17 | -4 | -2 | 78*
CCOC(=O)c1sc2cc([N+](=O)[O-])cc(SCC(=O)OC)c2c1N | -8 | 10.0 | 92 | 100 | 3 | 13 | -1 | 3 | 99*
COc1ccc(-n2nc(C)c3sc(C)nc3c2=O)cc1 | -1 | -0.6 | 101 | 97 | 0 | 1 | 10 | -2 | 41
CCCC(=O)N(CCN1CCOCC1)c1nc2ccc(OCC)cc2s1 | -2 | 1.1 | 98 | 98 | -11 | 23 | -7 | -1 | 36
Cc1ccc(S(=O)(=O)N(C)C)cc1NC(=O)/C=C/c1cccs1 | -7 | -0.5 | 107 | 106 | -10 | 33 | -1 | 7 | 0
CCOC(=O)N1CCC(NS(=O)(=O)c2ccc(NC(C)=O)c(Cl)c2)CC1 | -11 | 1.1 | 97 | 99 | -8 | 16 | -1 | -6 | 34
COc1ccc(NC(=O)c2sc3nc(N4CCCC4)c4c(c3c2N)CC(C)(C)OC4)cc1 | -7 | -0.6 | 94 | 101 | -30 | 21 | -7 | 13 | 4
Cc1ccc(NC(=O)c2sc3ncn(CC(=O)N4CCOCC4)c(=O)c3c2C)c(Br)c1 | -12 | 0.7 | 95 | 97 | -15 | 18 | -1 | -2 | 32
COc1ccc(-c2oc3ccc(-c4cc(OC)c(OC)c(OC)c4)cc3c2-c2ccc(OC)cc2)cc1 | x | 0.5 | 99 | 103 | x | x | -3 | x | x
Cc1cccc(-n2nnnc2SCC(=O)NCCN2C(=O)CSC2=O)c1 | -9 | 0.3 | 100 | 99 | 0 | -32 | -1 | 2 | 30
Cc1ccc(CN2[C@@H](CC(C)C)COCCS2(=O)=O)cc1 | x | -2.8 | 103 | 103 | x | x | 5 | x | x
CCOCCCNC(=O)c1c[nH]c2cc(C)ccc2c1=O | 3 | 0.5 | 107 | 106 | -8 | 10 | 5 | -1 | 11
Cn1c(=O)c2c(ncn2CC(=O)OCC(=O)NCc2ccccc2Cl)n(C)c1=O | -4 | 0.2 | 93 | 96 | 1 | 25 | -1 | 2 | -11
O=C1CCCN1CCCNS(=O)(=O)c1ccccc1 | -18 | 0.9 | 105 | 107 | -8 | -5 | 11 | -2 | x
CN(C(=O)c1ccc2c(Cl)c3c(nc2c1)CCC3)c1ccccc1 | 10 | -1.3 | 99 | 110 | -56 | 40 | 17 | 7 | -23
COc1ccc(-c2nnc3n2CCCCC3)cc1OC | 2 | 0.8 | 104 | 103 | -9 | 10 | 6 | 0 | -6
CS(=O)(=O)N(CC(=O)Nc1ccc2c(c1)OCCO2)c1ccc2c(c1)OCO2 | 0 | 1.0 | 103 | 105 | -4 | 20 | 11 | 0 | -10
CCOC(=O)C(NC(C)=O)(Nc1cccc(F)c1)C(F)(F)F (stereo unspecified) | -8 | 0.6 | 102 | 103 | -10 | 3 | 2 | 6 | 10
CC(C)c1csc(CN2CCC(N3CCC(C(=O)NCC4CCCO4)CC3)CC2)n1 (stereo unspecified) | -12 | 0.7 | 97 | 102 | -4 | 2 | 0 | -4 | 36
CC1(C)CC2CC(C)(CN2c2ncnc3ccccc23)C1 (stereo unspecified) | -13 | 1.2 | 102 | 101 | -1 | 16 | 2 | 8 | 3
S=c1[nH]ccn1CCc1ccccc1 | 8 | 0.9 | 105 | 104 | -8 | 4 | 9 | 5 | -140
CCOc1ccc(NS(=O)(=O)c2ccc(OC)c(C)c2)cc1 | 3 | 0.1 | 99 | 100 | -7 | 14 | 5 | 0 | 9
O=C(CSc1nccn1-c1ncc(C(F)(F)F)cc1Cl)c1ccc(Cl)cc1 | 4 | -0.5 | 99 | 99 | 2 | 10 | 0 | 0 | 20
CN(C)S(=O)(=O)c1cccc(NC(=S)N/N=C/c2ccco2)c1 | -9 | 0.7 | 89 | 88 | -11 | -8 | -15 | 13 | 4
Cc1onc(-c2ccccc2)c1C(=O)N1CCN(S(=O)(=O)c2ccccc2Br)CC1 | 3 | 0.4 | 106 | 105 | -41 | 4 | 4 | -4 | 27
Cc1nn2c3ccccc3nc2c2ccccc12 | -9 | -2.3 | 90 | 93 | -4 | 4 | -3 | -12 | -9
CC(Cc1cccs1)NC(=S)Nc1ccc(Cl)cc1 (stereo unspecified) | -1 | 6.6 | 110 | 101 | -3 | 38 | -1 | 6 | 6
CCN(CC)CCC(c1ccc(OC)cc1)c1c(O)cc(OC)cc1OC (stereo unspecified) | x | 7.8 | 95 | 90 | x | -5 | 1 | x | 13
CN(C)c1nc(C(F)(F)F)cc(=O)[nH]1 | -5 | -0.4 | 106 | 101 | 0 | -13 | 6 | -4 | 38
Cc1ccc(NC2CC(=O)N(c3ccc(C)cc3)C2=O)cc1 (stereo unspecified) | -5 | -0.2 | 104 | 99 | -8 | -2 | 1 | -6 | 12
O=C(NC(=S)NNC(=O)c1ccccc1O)c1ccccc1 | -3 | 12 | 109 | 103 | -1 | 3 | 2 | 30* | -46
COc1ccc(/C=N/Nc2nc3ccccc3c(=O)n2-c2ccccc2)cc1OC | -5 | 0.3 | 104 | 105 | -30 | 6 | -1 | 8 | -12
O=C(N/N=C/c1coc2ccccc2c1=O)c1ccc(Cl)cc1 | -14 | 0.4 | 109 | 106 | -9 | 18 | 9 | 5 | 2
CC(C)C[C@H](NC(=O)c1nc[nH]c1C(=O)NCc1ccc(CNC(=O)OC(C)(C)C)cc1)C(=O)OC(C)(C)C | -21 | 0.1 | 97 | 100 | -51 | 20 | -10 | -5 | -24
COc1ccccc1C(=O)NC1CCN(C(=S)NCCc2ccccc2)CC1 | -6 | 1.0 | 106 | 100 | -22 | -1 | -6 | 9 | 41
O=c1c2ccccc2nc(SCc2cc(F)ccc2F)n1C1CCCC1 | 1 | -0.1 | 105 | 103 | 1 | 2 | 3 | -5 | 18
Cc1ccc(CC(=O)Nc2ccc(S(=O)(=O)Nc3ncccn3)cc2)cc1 | -13 | -0.4 | 108 | 108 | -2 | 5 | 3 | 2 | 36
N#C/C(=C\c1cccc(Oc2ccccc2)c1)C(=O)N1CCOCC1 | -12 | -0.6 | 94 | 97 | 1 | 9 | -1 | 6 | 28
CC(C)c1ccc(NC(=O)C2CCN(S(=O)(=O)c3ccc4c(c3)C(C)(C)C(=O)N4C)CC2)cc1 | 6 | -1.6 | 103 | 102 | -45 | 16 | 2 | 3 | 20
COc1cc2c(cc1NC(=O)c1cccnc1)oc1ccccc12 | -2 | 1.3 | 98 | 97 | -16 | 2 | 2 | 10 | 5
CCOc1ccc(C(C)=O)cc1COC(=O)c1cccnc1SC | 4 | -0.9 | 100 | 102 | -15 | -5 | -5 | -4 | 42

Arranged by heavy-atom count (ascending): some entries from above
SMILES | GPR7 antag | OXTR ag | MEKK2 WT-MEK5 | MEKK3 PB1 HTS | FID counter | NALP1 inh | MEKK2 mut-MEK5 | PfM18AAP inh | PHOSPHO1 inh
Cc1nn2c3ccccc3nc2c2ccccc12 | -9 | -2.3 | 90 | 93 | -4 | 4 | -3 | -12 | -9
CCOc1ccc(NS(=O)(=O)c2ccc(OC)c(C)c2)cc1 | 3 | 0.1 | 99 | 100 | -7 | 14 | 5 | 0 | 9
CCCC(=O)N(CCN1CCOCC1)c1nc2ccc(OCC)cc2s1 | -2 | 1.1 | 98 | 98 | -11 | 23 | -7 | -1 | 36

Grouped by structure, those above with a Cl atom (nine)
SMILES | GPR7 antag | OXTR ag | MEKK2 WT-MEK5 | MEKK3 PB1 HTS | FID counter | NALP1 inh | MEKK2 mut-MEK5 | PfM18AAP inh | PHOSPHO1 inh
Cc1ccc(Oc2nccc(-c3ccc(Cl)cc3)n2)cc1 | 5 | -1.0 | 99 | 104 | -1 | 23 | -1 | 7 | 4
Oc1ccc(N=Cc2sc3ccccc3c2Cl)cc1 | 4 | -2.0 | 109 | 121 | -8 | 33 | -2 | 21 | -2
O=C(Cn1ccc2ccccc2c1=O)NCCC(=O)N1CCN(c2cccc(Cl)c2)CC1 | -2 | 5.9 | 102 | 102 | -28 | 7 | 4 | 2 | 0
CCOC(=O)N1CCC(NS(=O)(=O)c2ccc(NC(C)=O)c(Cl)c2)CC1 | -11 | 1.1 | 97 | 99 | -8 | 16 | -1 | -6 | 34
Cn1c(=O)c2c(ncn2CC(=O)OCC(=O)NCc2ccccc2Cl)n(C)c1=O | -4 | 0.2 | 93 | 96 | 1 | 25 | -1 | 2 | -11
CN(C(=O)c1ccc2c(Cl)c3c(nc2c1)CCC3)c1ccccc1 | 10 | -1.3 | 99 | 110 | -56 | 40 | 17 | 7 | -23
O=C(CSc1nccn1-c1ncc(C(F)(F)F)cc1Cl)c1ccc(Cl)cc1 | 4 | -0.5 | 99 | 99 | 2 | 10 | 0 | 0 | 20
CC(Cc1cccs1)NC(=S)Nc1ccc(Cl)cc1 (stereo unspecified) | -1 | 6.6 | 110 | 101 | -3 | 38 | -1 | 6 | 6
O=C(N/N=C/c1coc2ccccc2c1=O)c1ccc(Cl)cc1 | -14 | 0.4 | 109 | 106 | -9 | 18 | 9 | 5 | 2
